Compound activity as filed in PubChem BioAssay.
NOD2-RIPK2 inh = NOD2-RIPK2 binding disruptors in cells, primary screen, fluorescence, CHO cells, BLA complementation | actives 0.38% (n = 360,000) | CCF4 ratio | Receptor-interacting serine/threonine-protein kinase 2 (Homo sapiens), O43353 | inhibition, % at 4.98 µM; in the data active = inhibition above about 21%;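 note: 0% = vehicle only and 100% = reference blocker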
Target sequence (O43353 whole entry, looked up): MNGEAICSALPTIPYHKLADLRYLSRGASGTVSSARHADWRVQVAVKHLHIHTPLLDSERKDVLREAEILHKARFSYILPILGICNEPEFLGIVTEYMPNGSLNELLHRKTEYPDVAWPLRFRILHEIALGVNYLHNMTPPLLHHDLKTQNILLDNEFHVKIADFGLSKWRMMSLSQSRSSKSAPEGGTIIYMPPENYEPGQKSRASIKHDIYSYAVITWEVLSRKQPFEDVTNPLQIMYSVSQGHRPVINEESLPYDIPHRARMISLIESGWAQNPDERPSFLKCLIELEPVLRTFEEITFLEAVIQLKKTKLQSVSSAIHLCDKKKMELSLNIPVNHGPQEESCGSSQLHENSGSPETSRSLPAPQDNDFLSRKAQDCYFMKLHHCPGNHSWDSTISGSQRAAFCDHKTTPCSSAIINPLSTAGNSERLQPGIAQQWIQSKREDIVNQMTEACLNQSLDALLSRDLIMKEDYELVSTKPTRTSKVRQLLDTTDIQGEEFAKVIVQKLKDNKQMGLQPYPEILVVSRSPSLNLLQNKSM
NR5A2 inv ag = LRH-1 (NR5A2) inverse agonists, primary screen, cell-based, luminescence, HEK293T, StAR-luciferase reporter; LRH-1 transfected, 24 h; Nuclear receptor subfamily 5 group A member 2 (Homo sapiens), O00482; inhibition, % at 3.6 µM; actives 0.13% (n = 360,000);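 active = inhibition above the mean inhibition of all tested compounds plus 3 SD, cut at about 73% in these data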;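 note: 0% = DMSO wells and 100% = reporter-only cells lacking LRH-1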
TLR9-MyD88 block = inhibitors of TLR9-MyD88 association in cells, primary screen, cell-based, CHO, BLA complementation, fluorescence | Toll-like receptor 9 (Homo sapiens) + Myeloid differentiation primary response protein … | CCF4 FRET ratio | inhibition, % at 4.98 µM | actives 0.21% (n = 340,000);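 active = inhibition above the mean over all tested compounds plus 3 SD, cut at about 21% in these data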;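 note: 0% = DMSO only wells and 100% = clavulanate BLA inhibitor control wells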
TWEAK-Fn14 inh = inhibitors of TWEAK-Fn14 signaling, primary screen, luciferase reporter cells, uHTS | TWEAK-stimulated Fn14 reporter cells, luciferase luminescence, 8 h | inhibition, % at 10 µM | actives 2% (n = 360,000); in the data active = inhibition above about 50%
NCOA2 inhibitor = inhibition of GAL4-SRC2 driven luciferase reporter, primary screen, SRC2 inhibitor project, cell-based, luminescence | inhibition, % at 9 µM | Nuclear receptor coactivator 2 (Homo sapiens), Q15596 | HEK293 GAL4-SRC2 luciferase reporter | actives 0.17% (n = 370,000);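 active = inhibition above the mean inhibition of all tested compounds plus 3 SD, set per campaign, cut at about 52% in these data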;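 note: 0% = DMSO treated cells and 100% = cells given Gossypol at 36 µM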
NCOA1 inh = SRC1 coactivator transcriptional activity inhibitors, primary screen, cell-based, luminescence | HEK293 GAL4-SRC1 luciferase reporter | inhibition, % at 3.6 µM | actives 0.12% (n = 360,000);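 active = inhibition above the campaign mean plus 3 SD, with each screening campaign given its own cutoff, cut at about 60% in these data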;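 note: 0% = DMSO treated cells and 100% = gossypol at 36 µM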
Exocytosis inh = LAMP-1 surface exposure blockers, TALL-104 cells – cell-based, flow cytometry, MLPCN library, primary screen; TALL-104 LAMP-1 surface exposure; cells stimulated with thapsigargin and PMA; inhibition, % at 10 µM; actives 0.66% (n = 360,000); AID 651702, 2012;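 active = inhibition above about 55%, limit read from the data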
NCOA3 inh = SRC3 coactivator transcriptional activity inhibitors, primary screen, cell-based, luminescence; Nuclear receptor coactivator 3 (Homo sapiens), Q9Y6Q9; HEK293 GAL4-SRC3 luciferase reporter; inhibition, % at 3.6 µM; actives 0.17% (n = 360,000);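 active = inhibition above a per-campaign cutoff, the mean of all compounds plus 3 SD, cut at about 60% in these data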;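 note: 0% = DMSO-treated cells and 100% = gossypol-treated cells at 36 µM; higher means less SRC3-driven luciferase light from the GAL4 reporter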
NR2F2 inh = NR2F2 transcriptional activity inhibitors, primary screen, cell-based, luciferase reporter, HEK293T, luminescence; HEK293T NGFI-A luciferase reporter; actives 0.7% (n = 370,000); inhibition, % at 8.6 µM;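 active = inhibition above a per-plate cutoff, mean inhibition of test wells between control levels plus 3 SD, cut at about 38% in these data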;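 note: cells cotransfected with COUP-TFII expression vector driving the NGFI-A reporter; 0% = median of COUP-TF2 test wells and 100% = reporter-only cells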
ABHD5 PLIN5 PPI = ABHD5-PLIN5 interaction inhibitors, primary screen, cell lysate, split luciferase complementation, luminescence. actives 0.78% (n = 360,000). inhibition, % at 4 µM. Split G. princeps luciferase complementation, 4 h;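 active = inhibition above the mean inhibition across every tested compound plus 3 SD, cut at about 22% in these data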;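 note: 0% = DMSO only wells and the 100% control is not disclosed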
TROY signal inh = inhibitors of TROY-driven NF-kB signaling, primary screen, Q293 LMP1-TROYcd cells, NF-kB luciferase, uHTS. Q293 LMP1-TROYcd NF-kB luciferase reporter, 4 h. inhibition, % at 10 µM. actives 0.98% (n = 360,000). AID 1347056, 2019;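 active = compounds whose plate-normalised and pattern-corrected inhibition of the luciferase reporter signal at the single screening dose is 50% or more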
Starred values were filed as active, the others as inactive; nt = not tested or not shown.

#	mol	NOD2-RIPK2 inh	NR5A2 inv ag	TLR9-MyD88 block	TWEAK-Fn14 inh	NCOA2 inhibitor	NCOA1 inh	Exocytosis inh	NCOA3 inh	NR2F2 inh	ABHD5 PLIN5 PPI	TROY signal inh
1	COc1ccc(CC2(CO)CCN(Cc3ccc(NC(C)=O)cc3)CC2)cc1	8	6	-2	7	-10	-2	-4	4	5	0	4
2	Cc1cccc([C@@H]2[C@@H]3C(=O)N(Cc4ccccc4)C(=O)[C@@H]3[C@]3(Cc4ccccc4)C(=O)N(c4cccc(Cl)c4)C(=O)N23)c1	-1	15	-4	0	7	6	-7	3	9	-10	-2
3	COc1ccc(-n2c(SCc3cccnc3)nc3c(c2=O)SCC3)cc1OC	-20	-9	-3	3	0	7	-4	4	12	-3	2
4	CCc1ccc(-c2ccc3nnc(SCC(=O)NCC4CCCO4)n3n2)cc1 (stereo not given)	-1	-23	-11	-23	12	-41	0	-2	12	9	10
5	O=C(CSc1nnc(-c2ccc(O)cc2)n1Cc1ccco1)N1CCc2ccccc2C1	1	2	3	39	-24	-2	0	13	-1	3	20
6	Cc1cccc(NC(=O)CSc2nnc(NC(=O)CN3CCOCC3)s2)c1	0	15	4	-8	-3	-4	-2	-24	5	2	0
7	O=C(/C=C/c1ccccc1[N+](=O)[O-])Nc1ccccc1	-10	-135	2	-12	-46	-85	-17	-52	-35	0	-50
8	NS(=O)(=O)c1cccc(NC(=O)CN2CCN(Cc3ccc4c(c3)OCO4)CC2)c1	-4	16	3	4	5	0	0	14	-7	-2	16
9	COc1ccc(Cl)cc1S(=O)(=O)N1CCN=C1c1ccccc1	-11	3	12	13	-16	-2	26	-2	11	-1	-11
10	CNS(=O)(=O)c1cccc(C(=O)OCC(=O)Nc2ccccc2F)c1	-10	2	14	-1	12	12	6	27	9	15	10
11	COc1ccc(C(CNC(=O)C(C)c2ccc3cc(OC)ccc3c2)N(C)C)cc1 (stereo not given)	3	8	4	63*	-10	-2	14	5	-21	3	8
12	COc1ccc(C2(C(=O)Nc3c(C)n(C)n(-c4ccccc4)c3=O)CCCC2)cc1OC	-4	8	-2	4	-11	-7	4	18	12	2	9
13	O=C(Nc1ccccc1)c1ccc(S(=O)(=O)N(CCO)CCO)cc1	0	8	-9	-8	-6	-12	-1	5	14	0	-17
14	CCSc1nc(O)cc(=O)n1CC	-9	-10	5	5	4	4	2	13	8	-3	15
15	CCOc1ccc(N2C(=O)CC(N3CCOCC3)C2=O)cc1 (stereo not given)	-16	5	0	22	-16	-1	4	17	12	-9	14
16	O=C(O)CCC(=O)Nc1ccc(-c2nc3ccc(C(=O)c4ccccc4)cc3[nH]2)cc1	-11	-34	-5	-4	-4	-32	-3	-25	-12	0	-55
17	O=C(O)C1CC=CCC1C(=O)N1CCCC1 (stereo not given)	-1	12	8	12	-51	17	-2	8	-1	1	nt
18	CCOC(=O)Cn1c(=O)c2c(nc(Br)n2Cc2ccccc2Cl)n(C)c1=O	4	8	-5	35	14	10	-1	18	0	8	-12
19	O=C(CCNC(=O)C1CCN(S(=O)(=O)c2ccc(F)cc2)CC1)NCCc1ccc(Cl)cc1	-2	0	-1	-1	0	13	1	7	4	-2	9
20	COc1ccc(CSc2nc(C)cc(=O)[nH]2)cc1	-7	-11	0	-7	-18	-17	-1	7	3	5	8
21	CC(Oc1ccccc1)C(=O)Nc1ccccc1F (stereo not given)	-19	5	-9	-24	23	-31	6	6	2	-7	-4
22	O=C(O)CCc1ccc(-c2ccc(F)cc2)n1NC(=O)c1ccco1	7	-20	-6	-13	-21	-12	2	2	8	14	-4
23	O=C(NCCCNC(=O)c1ccco1)c1ccc(Cl)c(Cl)c1	-2	-23	-3	11	11	4	14	9	-19	-4	-26
24	CC(C)(C)c1ccc(OCc2ccc(C(=O)Nc3cccnc3)o2)cc1	7	-208	-2	18	-5	-94	18	-104	-4	-12	32

Record cards, from the list above. Values in the order: NOD2-RIPK2 inh, NR5A2 inv ag, TLR9-MyD88 block, TWEAK-Fn14 inh, NCOA2 inhibitor, NCOA1 inh, Exocytosis inh, NCOA3 inh, NR2F2 inh, ABHD5 PLIN5 PPI, TROY signal inh
O=C(O)CCc1ccc(-c2ccc(F)cc2)n1NC(=O)c1ccco1 in the list: 7, -20, -6, -13, -21, -12, 2, 2, 8, 14, -4
O=C(CCNC(=O)C1CCN(S(=O)(=O)c2ccc(F)cc2)CC1)NCCc1ccc(Cl)cc1 in the list: -2, 0, -1, -1, 0, 13, 1, 7, 4, -2, 9
CNS(=O)(=O)c1cccc(C(=O)OCC(=O)Nc2ccccc2F)c1 in the list: -10, 2, 14, -1, 12, 12, 6, 27, 9, 15, 10
COc1ccc(CC2(CO)CCN(Cc3ccc(NC(C)=O)cc3)CC2)cc1 in the list: 8, 6, -2, 7, -10, -2, -4, 4, 5, 0, 4

Only NR2F2 inh and TWEAK-Fn14 inh (3 entries from above):
| no. | Compound | NR2F2 inh | TWEAK-Fn14 inh |
| --- | --- | --- | --- |
| 10 | CNS(=O)(=O)c1cccc(C(=O)OCC(=O)Nc2ccccc2F)c1 | 9 | -1 |
| 7 | O=C(/C=C/c1ccccc1[N+](=O)[O-])Nc1ccccc1 | -35 | -12 |
| 14 | CCSc1nc(O)cc(=O)n1CC | 8 | 5 |

Not all compounds are listed, so the mix of outcomes need not match the whole.
